MEKK2 WT-MEK5: modulators of MEK5 binding to wildtype MEKK2, primary screen, biochemical, multiplex bead flow cytometry, Alexa488-MEK5 | Mitogen-activated protein kinase kinase kinase 2 (Homo sapiens), Q9Y2U5 | Alexa488-MEK5 binding to MEKK2 WT; actives lie on both sides | binding response (% of control), % at 10 µM | hit rate 1.1% among 290,000 | AID 1531, 2009; in the data active means binding response below about 67% or above about 130%
IMP-1 inhibitor: IMP-1 metallo-beta-lactamase inhibitors, primary screen, biochemical, epi-absorbance readout, Pseudomonas aeruginosa enzyme. inhibition, % at 5.6 µM. purified IMP-1, nitrocefin hydrolysis, epi-absorbance fluorescence. metallo-beta-lactamase IMP-1 (Pseudomonas aeruginosa). hit rate 0.45% among 290,000;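 active means inhibition above the mean plus 3 SD of all compounds in the same screening run, cut at about 4.5% in these data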;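 further: 0% = IMP-1 with DMSO and 100% = DMSO wells lacking enzyme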
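Assay system: purified recombinant IMP-1 beta-lactamase. Input: IMP-1 0.2 nM before substrate addition. Buffer or medium: Zinc- and detergent-supplemented HEPES buffer, pH 7.1. Schedule: 25 °C, 15 min preincubation, 25 min reaction. Signal: Epi-absorbance fluorescence, 480 nm excitation, 530 nm emission. Evaluation: percent inhibition from optical density relative to buffer-blank wells.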
NALP1 yeast inh: NALP1 inflammasome inhibitors in reconstituted yeast, colorimetric, S. cerevisiae, triplicate retest; S. cerevisiae NALP1/ASC/caspase-1 growth, X-gal OD620, 72 h; inhibition, % at 10 µM; hit rate 0.61% among 280,000; AID 2071, 2009; in the data active means inhibition mostly above about 24%, no sharp cut-off; inactive means mostly below about 32%; further: some compounds called inactive have numbers as strong as hits
PfM18AAP inh: PfM18AAP inhibitors, malaria aminopeptidase, primary screen, biochemical, QFRET, recombinant enzyme | inhibition, % at 7.35 µM | hit rate 1.2% among 290,000 | H-Glu-NHMec fluorogenic cleavage | AID 1822, 2009;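 active means inhibition above the campaign mean inhibition over all tested compounds plus 3 SD, cut at about 28% in these data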;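 further: 0% = plate median of test compound wells and 100% = 2 mM ZnCl2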
VIM-2 inhibitor: VIM-2 metallo-beta-lactamase inhibitors, primary screen, biochemical, epi-absorbance readout, Pseudomonas aeruginosa enzyme | purified VIM-2, nitrocefin hydrolysis, epi-absorbance fluorescence | hit rate 0.89% among 290,000 | inhibition, % at 5.6 µM;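 active means inhibition above the mean of all tested compounds plus 3 SD, cutoff set per screening run, cut at about 7.5% in these data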;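 further: red hydrolysis product quenches plate fluorescence so inhibitors raise well fluorescence; 0% = enzyme with DMSO and 100% = DMSO without enzyme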
NS3 helicase inh: inhibitors of HCV NS3 helicase, primary screen, biochemical, Cy5 molecular beacon fluorescence; NS3 helicase DNA unwinding; inhibition, % at 10.9 µM; hit rate 0.56% among 290,000;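 active means inhibition above the mean of all tested compounds plus 3 SD, set per campaign, cut at about 35% in these data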;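 further: 0% = DMSO wells and 100% = thioflavine S control wells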
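Compound dosing – single dose, 10.9 µM nominal final, DMSO 0.8% final · System – NS3 helicase fragment of HCV · Buffer or medium – MOPS pH 6.5, MgCl2, DTT, Tween20, BSA · Signal – Cy5 beacon fluorescence read at start and 1 h · Also added – annealed dual-labelled DNA beacon duplex, ATP-started · Schedule – 1 h at 25 °C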
MEKK2mut PB1 HTS: MEK5 binding signal on mutant MEKK2 PB1, primary screen, biochemical, multiplex bead flow cytometry, Alexa488-MEK5; Alexa488-MEK5 binding to MEKK2 mutant; percent response, % at 10 µM; hit rate 0.35% among 290,000; AID 1530, 2009; in the data active means percent response above about 24%, passing the limit was not always enough; further: inactives centre near 1; some results filed as inactive read as strong as hits
FID counter: compounds displacing fluorescent DNA intercalator, primary screen, artefact control for HCV NS3 helicase inhibitor project, biochemical, FID fluorescence; AID 1845, 2009; inhibition, % at 7.9 µM; DNA fluorescent intercalator displacement; hit rate 0.17% among 290,000; in the data active means inhibition above about 37%;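 further: 0% = vehicle and 100% = reference compound; higher means more ethidium bromide displaced from hairpin DNA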
SUMO HTRF inh: inhibitors of in vitro SUMOylation cascade, primary screen, biochemical, HTRF, uHTS; AID 2006, 2009; hit rate 0.36% among 290,000; inhibition, % at 35 µM; SUMO-conjugating enzyme UBC9 (Homo sapiens), P63279; HTRF SUMOylation assay, SAE1/SAE2 + UBC9; in the data active means inhibition above about 50%, passing the limit was not always enough; further: strong numbers were not always called active
Target sequence (P63279 whole entry, looked up): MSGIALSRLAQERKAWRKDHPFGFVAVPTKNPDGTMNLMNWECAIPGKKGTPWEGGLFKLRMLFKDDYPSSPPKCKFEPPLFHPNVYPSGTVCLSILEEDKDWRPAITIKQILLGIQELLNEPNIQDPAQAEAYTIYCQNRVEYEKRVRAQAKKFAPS
* = called active by the depositor; x = not tested or not shown.

Every second line gives: MEKK2 WT-MEK5, IMP-1 inhibitor, NALP1 yeast inh, PfM18AAP inh, VIM-2 inhibitor, NS3 helicase inh, MEKK2mut PB1 HTS, FID counter, SUMO HTRF inh
COc1ccccc1N(CC(=O)N/N=C/c1ccc(OCC(=O)NCc2ccco2)cc1)S(=O)(=O)c1ccc(C)cc1
  100, -3.7, -5, 6, -4.4, -3, -4, -22, 10
CC(C)c1ccc(C2c3[nH]c4ccccc4c3C[C@H]3C(=O)N(c4ccccc4C(=O)N4CCC[C@@H]4C(=O)O)C(=O)N23)cc1 (stereo partly drawn)
  99, -1.7, 32, 1, 4.4, -5, -1, -27, 10
CC(C)c1nc2cc(C(=O)N3CCN(c4cnccn4)CC3)ccc2o1
  109, -2.7, 7, -3, -1.9, 2, 8, -28, 0
COc1ccc(CN(C(=O)/C=C/C(=O)c2ccc(OC)cc2O)C(C(=O)NC2CCCCC2)c2ccncc2)cc1 (stereo not drawn)
  99, -4.0, -20, -1, -5.3, -7, -2, -17, -11
Cc1cc(C)n(C(=O)CN2C(=O)CCC2=O)n1
  113, -3.2, 32, -6, -3.3, 1, 6, -1, -12
CCCc1c(C)[nH]c2ccccc2c1=O
  102, 0.2, 0, -4, -2.9, 4, 8, 1, 5
Cc1cc(CNC(=O)C2CCC(=O)N(Cc3ccccc3F)C2)nn1C (stereo not drawn)
  106, -2.5, 5, -2, -2.7, 0, 6, -6, 2
COc1ccc(N2CCN(c3ccc(C(=O)O)cc3[N+](=O)[O-])CC2)cc1
  104, -1.3, -1, 1, 0.0, 11, 4, -12, -8
O=C(COC(=O)CC(c1ccccc1)c1ccccc1)Nc1ccc(F)c(F)c1
  108, -2.3, 10, -1, -2.1, -6, 10, -7, -11
CC(=O)Nc1ccc(Sc2ccccc2C(=O)O)cn1
  92, -3.3, 10, 3, 5.3, 5, -2, 1, -9
O=C(NCC1CCCO1)c1ccc([N+](=O)[O-])s1 (stereo not drawn)
  104, -2.0, -8, -10, -0.3, -10, 1, -3, 7
CN(C)N1C(N)=C(C#N)C(c2cccs2)C2=C1CCCC2=O (stereo not drawn)
  93, -2.4, -6, 0, -2.2, 9, -11, -3, -3
O=C(Oc1cccc(Nc2ncnc3ccccc23)c1)c1cccnc1
  79, -2.8, 12, -3, 0.4, -9, -13, -4, 16
COc1ccccc1CCN=C(N)NS(=O)(=O)c1cc(F)ccc1F
  100, -0.1, 8, 0, -1.2, -8, -2, -16, 17
COc1ccc(NC(=O)NNC(=O)CCc2ccc(O)c(O)c2)cc1OC
  100, -2.2, 1, 82*, 2.5, 6, -1, -6, 33
COc1ccc(CN2CCN(CCc3ccccc3)C(CCO)C2)c(O)c1 (stereo not drawn)
  101, -1.3, 6, -15, -2.7, -1, 1, -1, 14
N#CCSc1nnc2sc3ccccc3n12
  112, -3.4, 0, -5, -1.1, 20, 10, -4, 18
COc1ccc(CN=Cc2c(O)[nH]c3ccccc23)cc1
  119, -0.1, -13, 5, 3.6, 7, 2, -11, 10
COc1ccc2c(c1)c(C(=O)OCCN(C)C)c(C)n2C
  107, -3.6, 26, -10, 1.7, -10, 13, 11, 15
CCn1cc(S(=O)(=O)Nc2ccc(C)c(Cl)c2)cn1
  96, -1.1, 1, -10, -0.1, -6, -2, -10, 21

(further entries)
Every second line gives: MEKK2 WT-MEK5, IMP-1 inhibitor, NALP1 yeast inh, PfM18AAP inh, VIM-2 inhibitor, NS3 helicase inh, MEKK2mut PB1 HTS, FID counter, SUMO HTRF inh
Cc1cccc(-n2c(=O)c3c4c(sc3n3c(=S)[nH]nc23)CCC4)c1
  111, -1.1, -6, 10, -4.6, 13, 0, -9, 5
CCOC(=O)c1sc(-c2cccc([N+](=O)[O-])c2)cc1N
  89, -0.6, 9, 0, 0.1, -2, -7, 8, 11
Cc1ccccc1-n1nnnc1SCCCC(=O)c1ccc(F)cc1
  115, -1.2, 33, 0, -1.1, -3, 18, -21, -10
CC(C)c1ccc(NC(=O)C(c2ccc3c(c2)OCO3)N2CCC3(CC2)OCCO3)cc1 (stereo not drawn)
  106, -1.0, -5, -4, 1.3, -11, 8, -12, -14
CCOc1ccc(N(CC(=O)NC2CCCCC2)C(=O)CCC(=O)Nc2nc(C)cs2)cc1
  100, -2.7, 13, 1, -2.0, -7, 2, -53, 9
COc1ccc(OC)c(CCNC(=O)CCCC(=O)n2ncc3cc(C)ccc32)c1
  102, -0.8, -20, 6, -0.9, -8, -1, -33, 4
CC(=O)N1c2ccc(S(=O)(=O)N3CCC(C(=O)Nc4cccc(C(F)(F)F)c4)CC3)cc2CC1C (stereo not drawn)
  100, -0.6, 5, 11, -0.8, -12, 3, -31, -7
CCCOc1ccc(CN(CCO)CCO)cc1[N+](=O)[O-]
  99, -3.0, 36, 1, -2.8, -9, -1, 2, -7
CCOC(=O)c1ccc(NC(=O)CSc2nnc(Cc3cccs3)n2C)cc1
  83, -1.9, -6, 0, -1.3, -9, -13, -13, 8
Cc1ccc(Cn2c(=O)cc(C(=O)O)c3ccccc32)cc1
  112, -0.8, 0, -6, -5.0, -1, 6, -7, 0
COCC(=O)N(CCc1ccc(OC)c(OC)c1)Cc1nc2ccccc2c(=O)[nH]1
  97, -0.9, 13, -6, 0.5, -8, -3, -9, 25
Cc1cccc(/C=C2\Sc3ccc(C(=O)N4CCC(C(N)=O)CC4)cc3N(C)C2=O)c1
  96, -2.9, 7, 1, -0.5, -16, -9, -53, 4
CCc1ccc(OCC(=O)NC(=S)Nc2cccc(CO)c2)c(Br)c1
  103, 2.3, 6, 3, -0.5, -5, 2, -4, -17
CCN(CC)C(C(=O)Nc1ccc(C(C)C)cc1)c1ccc2c(c1)OCO2 (stereo not drawn)
  134*, -5.4, 17, -13, -2.4, -47, 15, 16, 6
Nc1nnc2c(n1)CCCC2
  101, -3.7, 39, 13, -3.3, 5, -4, 10, -3
Cc1cccc(NC(=O)CSc2nc3ccc(N4C(=O)c5ccccc5C4=O)cc3s2)c1C
  98, -2.4, -1, -15, -2.4, 3, -1, -2, 30
Cc1ccc2c(C)c(C(=O)N(Cc3ccc(F)cc3)C3CCS(=O)(=O)C3)oc2c1 (stereo not drawn)
  92, -0.5, 14, 11, 0.9, 9, -11, -20, -3
COCCN1Cc2cccc(C(=O)Nc3ccc4c(c3)OCCO4)c2C1=O
  100, -3.2, 11, 11, -5.1, 26, 3, 7, 4
C=CCn1c(SCC(=O)NC2CCCC2)nnc1-c1cccnc1
  98, -1.0, 9, -16, -0.1, -1, -1, -7, 17
CC(C)(C)OC(=O)N1Cc2ccccc2C[C@H]1C(=O)NCC(=O)NC1CCCCC1
  98, -2.2, 12, -1, -3.2, 11, 1, -48, -2

Of the compounds above, these have a furan ring, fused or not.
Every second line gives: MEKK2 WT-MEK5, IMP-1 inhibitor, NALP1 yeast inh, PfM18AAP inh, VIM-2 inhibitor, NS3 helicase inh, MEKK2mut PB1 HTS, FID counter, SUMO HTRF inh
COc1ccccc1N(CC(=O)N/N=C/c1ccc(OCC(=O)NCc2ccco2)cc1)S(=O)(=O)c1ccc(C)cc1
  100, -3.7, -5, 6, -4.4, -3, -4, -22, 10
Cc1ccc2c(C)c(C(=O)N(Cc3ccc(F)cc3)C3CCS(=O)(=O)C3)oc2c1 (stereo not drawn)
  92, -0.5, 14, 11, 0.9, 9, -11, -20, -3

Following part
Every second line gives: MEKK2 WT-MEK5, IMP-1 inhibitor, NALP1 yeast inh, PfM18AAP inh, VIM-2 inhibitor, NS3 helicase inh, MEKK2mut PB1 HTS, FID counter, SUMO HTRF inh
COc1ccc(F)cc1C(=O)C1CCCN(C(=O)c2cccc(N(C)C)c2)C1 (stereo not drawn)
  101, -2.1, -4, 11, -1.6, -3, 10, -33, -8
CCOC(=O)c1cn(-c2ccc(F)c(F)c2)c2c(F)c(F)c(F)c(F)c2c1=O
  x, 0.9, x, -2, 2.4, -3, x, 0, 20
COc1cccc(-n2sc3c(c2=S)-c2cc(OC)ccc2NC3(C)C)c1
  111, -4.5, -11, 10, -2.6, 3, 5, -1, 30
CNC(=O)C(NC(=O)Nc1ccc(C)cc1)C(C)(C)C (stereo not drawn)
  91, -0.9, -1, -3, -1.4, -2, -14, -4, 14
CCc1ccc(OCc2nnc(SCC(=O)N3CCOCC3)o2)cc1
  100, -2.9, -13, -2, -5.0, 6, -5, -28, 10
CC(C)(CNC(=O)c1cc2ccccc2o1)N1CCOCC1
  96, -3.7, 5, -3, 0.0, -8, -2, -3, 14
Cc1c(C)n(C)c2ccc(C(=O)NCc3cccs3)cc12
  108, -3.1, 14, 7, -2.7, 2, 10, -4, -4
O=C1c2cccnc2C(=O)N1Cc1ccco1
  103, -3.2, 9, 2, -0.3, 4, 5, 2, 6
CCOc1cccc2cc(-c3cn4cc(C)ccc4n3)c(=O)oc12
  110, -3.0, -1, -9, -2.0, -1, 3, 2, 24
COC(=O)c1c(C)c2c(C)cc3ccccn3c-2c1C(=O)OC
  109, 1.4, 11, 8, 4.6, 16, 10, 5, 17
CCOC(=O)N1CCN(C(=O)c2ccc(NS(=O)(=O)c3ccc(C)cc3)cc2)CC1
  98, -3.9, 7, -5, -3.7, 6, 1, -45, 5
Cc1ccc2c(cnn2C(=O)CCC(=O)NCc2cccc(Cl)c2)c1
  98, -0.6, 2, 5, -3.0, 12, 4, -12, 6
Cc1ccc(S(=O)(=O)NC(CC(C)C)C(=O)N2CCC(C)CC2)cc1 (stereo not drawn)
  96, -2.4, 20, 3, -4.9, 1, -3, -28, 6

Structures listed so far that have a nitro group on carbon:
Every second line gives: MEKK2 WT-MEK5, IMP-1 inhibitor, NALP1 yeast inh, PfM18AAP inh, VIM-2 inhibitor, NS3 helicase inh, MEKK2mut PB1 HTS, FID counter, SUMO HTRF inh
COc1ccc(N2CCN(c3ccc(C(=O)O)cc3[N+](=O)[O-])CC2)cc1
  104, -1.3, -1, 1, 0.0, 11, 4, -12, -8
O=C(NCC1CCCO1)c1ccc([N+](=O)[O-])s1 (stereo not drawn)
  104, -2.0, -8, -10, -0.3, -10, 1, -3, 7
CCOC(=O)c1sc(-c2cccc([N+](=O)[O-])c2)cc1N
  89, -0.6, 9, 0, 0.1, -2, -7, 8, 11
CCCOc1ccc(CN(CCO)CCO)cc1[N+](=O)[O-]
  99, -3.0, 36, 1, -2.8, -9, -1, 2, -7
